# S-ASM inh: blocks human secretory acid sphingomyelinase | placental ASM, HMU-PC fluorogenic substrate, 60 min | Potency, µM (top dose mostly 57.5 µM), inactives show at the top dose activity change, negative = inhibition, hits mostly inhibitors | P17405 | 340,000 compounds, 0.006% hits; also: potency is read from the fitted curve at half-maximal effect
#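 Fluorogenic HMU-PC substrate (9 uM final) is turned over by placental ASM in 60 min at 37 C after a 10 min compound preincubation. Reaction ended by alkaline stop (pH 10), with fluorescence read at 386/447 nm.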
# Menin-MLL TR inh: menin-MLL binding inhibition, Texas Red mutant peptide; Menin + Texas Red MLL mutant peptide, fluorescence polarization; Potency, µM (doses to about 61.6 µM), inactives show at the top dose FP activity change, negative = inhibition, actives largely listed as inhibitors; 270,000 compounds, 0.23% hits; active = well fitted inhibition curve with a large enough effect in the polarisation, with a control signal flat, not every such curve was filed as active; inconclusive = small, poorly fitted or top-dose-only effect, or effect the other way, or a change in a side signal; inactive = no such curve, though single readings can be large or run the other way; the % refers to the polarisation; also: potency is read from the fitted curve at half-maximal effect; % of control where 0% means no effect; many of its hits are not listed in these tables
# Target sequence (O00255 whole entry, looked up): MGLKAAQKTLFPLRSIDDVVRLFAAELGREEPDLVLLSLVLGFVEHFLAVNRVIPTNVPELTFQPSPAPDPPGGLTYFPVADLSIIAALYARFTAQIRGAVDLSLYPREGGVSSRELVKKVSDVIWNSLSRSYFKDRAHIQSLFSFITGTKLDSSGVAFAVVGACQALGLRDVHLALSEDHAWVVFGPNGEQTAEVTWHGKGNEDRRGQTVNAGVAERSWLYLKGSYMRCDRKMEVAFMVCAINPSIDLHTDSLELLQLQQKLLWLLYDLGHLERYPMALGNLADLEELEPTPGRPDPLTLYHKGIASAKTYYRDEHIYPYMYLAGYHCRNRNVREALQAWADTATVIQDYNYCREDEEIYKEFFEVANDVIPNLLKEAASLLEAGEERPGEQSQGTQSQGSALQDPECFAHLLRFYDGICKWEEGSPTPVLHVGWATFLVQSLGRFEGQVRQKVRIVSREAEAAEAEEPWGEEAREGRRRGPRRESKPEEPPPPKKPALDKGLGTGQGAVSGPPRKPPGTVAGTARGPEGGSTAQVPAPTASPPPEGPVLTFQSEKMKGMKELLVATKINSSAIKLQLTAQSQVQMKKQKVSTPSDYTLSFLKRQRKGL
# AT treatment: potential ataxia-telangiectasia treatment; […] A-T fibroblasts, KAP-1 phosphorylation AlphaLISA; neocarzinostatin DNA damage 30 min before lysis; Potency, µM (top dose mostly 57.5 µM), for the others: at the top dose activation, usual class: activators; 320,000 compounds, 0.19% hits; also: potency is read from the fitted curve at half-maximal effect; % of control where 0% means no effect; nearly all actives have a fitted effect of over 45% in size
#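 ATM-like activity read as KAP-1 phosphorylation via AlphaLISA donor/acceptor antibody pairs after lysis and 6 hr at 25C. Cells were ATM-null patient fibroblasts ([…], hTERT), dosed 60 min, then exposed to the DSB inducer NCS for 30 min.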
# a7 integrin act: integrin-mediated muscular dystrophy alleviation activation; 350,000 compounds, 0.064% hits; AID 624291; Potency, µM (series often up to 38.3 µM), inactives show top-dose activation, hits mostly activators; alpha7betagal myoblasts, beta-gal FDG fluorescence, 48 h;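 also: potency is read from the fitted curve at half-maximal effect; 100% = response of the positive control SU9516; nearly all actives have a fitted effect of over 60% in size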
#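 alpha7betagal+/- myoblasts (passage 13, 250/well) treated 48 h at 37C with compounds at 1:260 dilution of DMSO stock. Lysed, then beta-galactosidase activity read as FDG fluorescence (ex 480/em 540) after 30 min, with pre-read for autofluorescence.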
# TSG101-PTAP inh: blocks PTAP/TSG101 interaction to inhibit HIV-1 budding; Q99816; Fluorescence polarization, FITC-PTAP peptide / Tsg101 binding; Potency, µM (series often up to 115 µM), inactives show at the highest dose activity change, negative = inhibition, hits mostly inhibitors; 340,000 tested, under 10 active; active = well fitted inhibition curve with a large enough effect in the main read-out, with a control signal flat, not every such curve was filed as active; inconclusive = small, poorly fitted or top-dose-only effect, or effect the other way, or a change in a side signal; inactive = no such curve, though single readings can be large or run the other way; also: potency is read from the fitted curve at half-maximal effect; % of control where 0% means no effect
#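 Fluorescence polarization binding of Tsg101 binding domain (10 uM final) to FITC-labeled PTAP peptide (50 nM final) in HEPES pH 7.5 buffer with NaCl, Tween 20, EDTA, TCEP. Compounds added before peptide; binding 20 min at RT.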
# TCR act: activators of T cell receptors; primary human leukocytes, anti-CD3, IL-2 HTRF, 48 h; Potency, µM (doses to about 9.22 µM), for the others: top-dose activation of IL-2 secretion, most hits filed as activators; 330,000 tested, under 10 active; also: % of control where 0% means no effect
#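 Human primary leukocytes + a-CD3 beads + cpd, 48 hr; IL-2 in supernatant by HTRF (ex 320nm / em 665nm). No co-stimulatory signal supplied.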
# TSHR antagonist: antagonists of human thyroid stimulating hormone receptor. activity change, negative = inhibition, % at 11.5 µM. TSHR-expressing cells, TSH-stimulated cAMP HTRF, 2 h; stronger effect = lower value. AID 504810. 330,000 compounds, 0.2% hits;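 active = activity change below a set negative limit, meaning inhibition stronger than a set level, cut at about -70% in these data; inconclusive = activity change between two set negative limits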; also: % is scaled to controls: 0 for no effect and ±100 for the full control effect
#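 Cell-based HTRF cAMP assay; TSHR cells + compound, TSH EC80 (4nM final), 2 h, 37 deg C. Lysis with anti-cAMP cryptate and cAMP-d2, 30 min RT, read 665/620 nm.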
# MBNL1 CUG block: MBNL1-poly(CUG) RNA binding inhibition. Q9NR56. TR-FRET MBNL1-His/biotin-(CUG)12 binding, 665/545 ratio. Potency, µM (doses to about 57.5 µM), inactives show at the highest dose activity change, negative = inhibition, hits mostly inhibitors. 280,000 compounds, 0.036% hits. AID 2675; active = well fitted inhibition curve with a large enough effect in the signal ratio, with a control signal flat, not every such curve was filed as active; inconclusive = small, poorly fitted or top-dose-only effect, or effect the other way, or a change in a side signal; inactive = no such curve, though single readings can be large or run the other way; the % refers to the signal ratio; also: potency is read from the fitted curve at half-maximal effect; % is scaled to controls: 0 for no effect and ±100 for the full control effect
# Target sequence (Q9NR56 whole entry, looked up): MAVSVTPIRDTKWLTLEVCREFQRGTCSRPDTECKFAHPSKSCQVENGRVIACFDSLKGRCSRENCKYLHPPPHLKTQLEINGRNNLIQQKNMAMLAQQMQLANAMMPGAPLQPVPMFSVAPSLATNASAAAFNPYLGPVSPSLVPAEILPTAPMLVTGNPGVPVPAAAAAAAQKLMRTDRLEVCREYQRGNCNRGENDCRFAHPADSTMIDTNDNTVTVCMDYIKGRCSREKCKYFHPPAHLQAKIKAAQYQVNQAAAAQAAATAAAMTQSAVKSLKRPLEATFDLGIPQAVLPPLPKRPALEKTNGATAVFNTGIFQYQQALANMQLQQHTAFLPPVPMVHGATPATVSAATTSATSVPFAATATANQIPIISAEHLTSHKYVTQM
#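 Ratiometric TR-FRET (665 over 545 nm, excitation 340 nm) tracks disruption of MBNL1-His/biotin-(CUG)12 complex after 60 min at room temperature, with compounds at 92 nM to 58 uM final.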
# CXXC DNA block: inhibitors of human MLL CXXC domain-DNA interaction; Q03164; 290,000 compounds, 0.037% hits; Potency, µM (series often up to 115 µM), inactives show at the top dose activity change, negative = inhibition, usual class: inhibitors; MLL-CXXC / FITC-HOXA9 DNA fluorescence polarization; active = well fitted inhibition curve with a large enough effect in the polarisation, with a control signal flat, not every such curve was filed as active; inconclusive = small, poorly fitted or top-dose-only effect, or effect the other way, or a change in a side signal; inactive = no such curve, though single readings can be large or run the other way; the % refers to the polarisation; also: potency is read from the fitted curve at half-maximal effect
#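 Fluorescence polarization: 7 uM MLL-CXXC (stock) preincubated 5 min with compounds, then 50 nM fluorescein-HOX-A9 DNA (stock) added; 30 min ambient. Buffer 50 mM Tris-HCl pH 7.5, 50 mM NaCl, 1 mM DTT, 0.05% BSA.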
# Mito fusion yeast: inhibitors of mitochondrial division or activators of mitochondrial fusion. Potency, µM (series often up to 46.1 µM), inactives show top-dose growth rescue (activation), actives largely listed as activators. 320,000 compounds, 0.23% hits. S. cerevisiae fusion-defective mutant growth rescue, CellTiterGlo 48 h;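 also: potency is read from the fitted curve at half-maximal effect; % of control where 0% means no effect; nearly all actives have a fitted effect of over 45% in size; temperature-sensitive fusion mutants such as fzo1-1 at 37 °C on non-fermentable ethanol glycerol medium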
#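 Growth-rescue viability read-out: after 48 h at the non-permissive 37C in glycerol/ethanol YPEG, yeast mitochondrial fusion mutants are measured by CellTiterGlo luminescence; compounds (23 nl pinned per well) restoring growth score as division inhibitors or fusion activators.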
# Numbers without * were called inactive; u = inconclusive; x = not tested or not shown; & = joins results of further samples; [ ] = dose if it differs, or a comment. Unless noted, calls follow the shape of the dose curve; as a rule, active = well fitted curve in the direction sought with a large enough effect; inconclusive = small, poorly fitted or top-dose-only effect, or another doubt; inactive = no such curve, though single readings can be large; an effect the other way counts as inactive or inconclusive.
SMILES,S-ASM inh,Menin-MLL TR inh,AT treatment,a7 integrin act,TSG101-PTAP inh,TCR act,TSHR antagonist,MBNL1 CUG block,CXXC DNA block,Mito fusion yeast
COc1cccc(CCc2nc3ccccc3c(=O)n2N)c1,0%,x,x,7%,-1%,6%,x,x,x,x
CCOC(=O)c1cc(NC(=O)COC)ccc1O,x,-4%,-1%,x,x,x,-2,-4%,37%[activator],1%
CCN1C(=NCCCCO)N[C@@H](c2cccc(C(F)(F)F)c2)C(C(=O)OC)=C1C,9%,0%&-4%,-2%&0%,13%,0%,-4%,-4&1,-3%&-3%,13%&-1%,-1%&-1%
N#Cc1ccc(C(=O)OCC(=O)Nc2ccc(N3CCOCC3)cc2)cc1,2%,11%,-4%,0%,0%,-1%,-5,-1%,2%,-2%
Cc1nonc1CN(C)C(=O)CC1C(=O)NCCN1Cc1ccc(F)c(F)c1 (configuration not stated),4%,-2%,1%,-10%,-2%,1%,-7,2%,10%,1%
CCOC(=O)C(C)Oc1cccc2c(=O)n(CC(=O)Nc3ccc(OCC)cc3)ccc12 (configuration not stated),-3%,1%,0%,-20%,-1%,-3%,6,0%,3%,-2%
c1ccc(-c2nc(C3CCCCC3)no2)cc1,-5%,0%,4%,-35%,-4%,6%,1,-9%,-2%,-3%
COc1ccc(-n2c(=S)[nH]c3sc4c(c3c2=O)CCN(C)C4)cc1,x,x,-8%,x,x,x,1,u,16%,0%
CCOC(=O)N1CCN(C(=O)CN(C2CCCCC2)S(=O)(=O)c2ccc(C)cc2)CC1,-2%,-20%,x,-10%,-3%,-1%,4,4%,-11%,-2%
COc1ccc(/C=N/n2c(-c3cccs3)n[nH]c2=S)cc1,-7%,x,5%,21%,-9%,-16%,-12,14%,-4%,0%
C/C(=N\NC(=S)Nc1cccc(C)c1)c1cc2ccccc2o1,-12%,u,-5%,-13%,-3%,1%,0,2%,u,6%
Cc1cccc(NC(=O)c2ccccc2SCc2ccc(F)cc2)n1,8%,x,6%,-9%,0%,-1%,-15,x,x,13%
CCC(C(=O)OCC(=O)NC(=O)c1ccccc1OC)c1ccccc1 (configuration not stated),-3%,x,2%,-5%,-6%,9%,-15,x,x,2%
Cc1cc(N2CCN(C)CC2)nc(-c2ccccc2O)n1,-1%,x,0%,u,-7%,14%,-15,x,3%,-5%
CC(C)(C)c1nnc(SCC(=O)Nc2ccc(N3CCCCC3)cc2)n1N,-1%,x,2%,12%,-1%,0%,-19,x,x,2%
O=C(CCn1c(=O)[nH]c2ccccc2c1=O)NCCCN1CCN(c2cccc(Cl)c2)CC1,-2%,u,4%,-9%,-1%,-4%,-5,-5%,1%,5%
CCOC(=O)C1CCCN(C(=O)c2cc3c(-c4cccc(OC)c4)nn(C)c3s2)C1 (configuration not stated),-9%,u,3%,-27%,-1%,2%,-12,-5%,0%,9%
Cc1ccc(N2CC(C(=O)Nc3ccccc3OC(F)F)CC2=O)cc1 (configuration not stated),1%,x,1%,-15%,-2%,-5%,-4,x,x,3%
Cc1cccc(C(=O)Nc2ccc(C(=O)c3ccccc3)cc2)c1,-18%,x,x,14%,0%,8%,x,x,x,x
Cn1cc(C(N)=O)c2ccccc21,21%,15%,-1%,3%,-2%,2%,14,-5%,5%,-8%
CCOC(=O)c1nnn(CC(=O)Nc2cccc(Cl)c2C)c1C(=O)OCC,-2%,12%,x,-9%,-1%,3%,-2,-8%,3%,1%
CC(=O)NN1C(=O)/C(=C\c2ccc(C)cc2)SC1=S,-1%,u,-6%,-20%,-6%,x,17,u,-24%,1%
CC(=O)c1cccc(NC(=O)c2ccc3c(c2)CCN3S(=O)(=O)c2ccccc2)c1,3%,u,0%,0%,1%,4%,2,0%,u,1%
CCCCCN(C(=O)CCC(=O)OCCOc1ccc(OCC)cc1)c1c(N)n(CCCC)c(=O)[nH]c1=O,-3%,x,-2%,-1%,-2%,6%,-7,x,x,-1%
CCc1ccc(NC(=O)C2CCN(S(=O)(=O)c3ccc4c(c3)NC(=O)C(C)S4)CC2)cc1 (configuration not stated),u,x,-2%,-13%,28%,8%,-35,-3%,34%[activator],0%
COc1ccc(NC(=O)C2CCC(CNC(=O)[C@@H]3Cc4ccccc4CN3)CC2)cc1 (some centres not stated),4%,-1%,5%,-4%,-2%,1%,4,2%,-1%,-8%
COc1cccc(C2C(C(=O)OC(C)C)=C(C)Nc3ncnn32)c1 (configuration not stated),170%[activator],-5%,6%,11%,-2%,-30%,-4,5%,1%,-3%
C=CCOc1ccc(CNCCc2ccc(S(N)(=O)=O)cc2)cc1,1%,-24%,2%,-27%,-2%,-3%,11,-3%,-4%,0%
COC(C(=O)Nc1ccnn1C1CCN(C(=O)c2ccc(C=O)cc2)CC1)c1ccccc1 (configuration not stated),-1%,-10%,1%,6%,-2%,10%,19,-11%,-2%,-2%
NC(=O)c1ccsc1NC(=O)c1ccc(S(=O)(=O)N2CCCC2)cc1,-8%,u,1%,5%,-8%,-3%,-10,2%,3%,3%
COc1ccc(NC(=O)CSc2nnc(-c3cc(C)[nH]n3)n2N)cc1OC,1%,-20%,-3%,-23%,-7%,-5%,5,-3%,-4%,-9%
Cc1c(NC(=O)C2(c3ccc(Cl)cc3)CCCC2)c(=O)n(-c2ccccc2)n1C,0%,-2%,1%,0%,-5%,-1%,6,1%,18%,1%
O=C(CSc1nnc(C2COc3ccccc3O2)o1)Nc1nccs1 (configuration not stated),0%,7%,2%,-4%,-5%,7%[46.1 µM],1,-4%,11%,-1%
CCOC(=O)N1CCc2c(sc(NC(=O)CN3CCOCC3)c2C#N)C1,1%,x,12%,-2%,-2%,2%,29,-3%,3%,-3%
COc1ccc(-c2nc(SC(CC(=O)NCCO)c3cccs3)n[nH]2)cc1 (configuration not stated),-3%,-3%,3%,18%,-2%,x,4,-6%,-9%,-1%
CN(Cc1ccco1)C(=O)c1c[nH]c2ccc(S(=O)(=O)Nc3ccc4c(c3)OCCO4)cc2c1=O,x,7%,-5%,10%,-3%,-4%,23,-26%,2%,1%
CC(Sc1ccc(Cl)cc1)C(=O)NNC(=O)c1ccco1 (configuration not stated),-2%,x,-5%,5%,-1%,10%,-3,x,x,x
O=C(NNC(=O)c1csc(-c2cccnc2)n1)c1ccccc1,2%,x,21%,-3%,1%,-1%,37,6%,2%,-3%
N#Cc1ccsc1NC(=O)CN1CCCCCC1,2%,-1%,10%,-25%,-6%,4%,8,1%,-2%,0%
Cc1nn(Cc2c(F)c(F)c(F)c(F)c2F)c(C)c1NC(=O)c1nn(C)cc1[N+](=O)[O-],-2%,-1%,1%,-24%,x,x,-1,12%,1%,5%

# Part of the list above with just Mito fusion yeast and TSG101-PTAP inh.
SMILES | Mito fusion yeast | TSG101-PTAP inh
N#Cc1ccsc1NC(=O)CN1CCCCCC1 | 0% | -6%
Cc1nn(Cc2c(F)c(F)c(F)c(F)c2F)c(C)c1NC(=O)c1nn(C)cc1[N+](=O)[O-] | 5% | x

# (listing goes on)
SMILES,S-ASM inh,Menin-MLL TR inh,AT treatment,a7 integrin act,TSG101-PTAP inh,TCR act,TSHR antagonist,MBNL1 CUG block,CXXC DNA block,Mito fusion yeast
COc1ccc2c(c1)CC(C)C/C2=N\NC(=O)c1ccco1 (configuration not stated),1%,-6%,-7%,-17%,0%,-5%,-2,-2%,-12%,-6%
Cc1ccc(-n2c(C)cc(/C=N/Nc3ccc([N+](=O)[O-])cn3)c2C)cc1,0%,21%,-3%,-24%,-4%,-3%,-5,29%,-6%,-1%
CC(Sc1ccc(S(=O)(=O)N2CCCC2)cn1)C(N)=O (configuration not stated),-1%,x,3%,24%,0%,-1%,10,x,x,5%
COC(C[C@H]1O[C@H]1C(=O)[C@@H](C)OCc1ccccc1)OC,3%,x,x,-30%,-2%,1%,x,x,x,x
Cc1ccc(C)c(CNS(=O)(=O)c2c(C)[nH]c(C)c2C(=O)N2CCCCC2)c1,-1%,10%,-4%,-3%,-14%,2%,3,2%,2%,0%
CC(C)CNS(=O)(=O)c1ccc(CCC(=O)NCc2ccncc2)cc1,7%,-1%,4%,1%,-4%,-1%,0,u,8%,-1%
O=C(NCc1ccc(N2CCCC2=O)cc1)NC1CCCCC1,-1%,-18%,-1%,-18%,-4%,-2%,0,4%,-4%,-6%
c1ccc(Nc2nc(NCc3ccco3)c3ccccc3n2)cc1,12%,x,12%,-41%,-2%,-2%,-26,-4%,28%,-3%

# An excerpt. The share of hits here may be higher or lower than overall.
